Screening data from PubChem BioAssay.
Nrf2 block: inhibitors of Nrf2 signaling. Potency, µM (top dose mostly 46 µM), inactives show at the highest dose activity change, negative = inhibition, usual class: inhibitors. 360,000 compounds, 2.1% hits. A549 ARE-Fluc reporter, luciferase luminescence, 18-24 h; further: potency means the concentration at half of the fitted maximal effect; on the % scale 0 is the no-effect control and ±100 the full control effect; nearly all actives have a fitted effect of over 60% in size
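Nrf2 activity is the BugLite luminescence, read 15 min after reagent at room temperature, following CellTiter-Fluor cytotoxicity readout (30 min, 37C). Compound titrations were applied for 18-24 h to 5000 A549 ARE_Fluc cells/well in 5% FBS OPTI-MEM.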
TGFb SMAD3 inh: blocks TGF-b signaling; HepG2 CAGA-GFP TGF-b/SMAD3 reporter, GFP fluorescence, 18 h; TGF-beta stimulated, 500 pg/mL final; Potency, µM (doses to about 46.1 µM), without a hit: top-dose activity, negative = inhibition, actives largely listed as inhibitors; 410,000 compounds, 1.2% hits; further: potency means the concentration at half of the fitted maximal effect; on the % scale 0 is the no-effect control and ±100 the full control effect; nearly all actives have a fitted effect of over 65% in size
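Cell-based qHTS in HEPG2 carrying a CAGA-GFP Smad reporter; compounds added before 500 pg/mL final TGF-beta, 18 h incubation at 37 degrees C, GFP fluorescence quantified per cell by imaging cytometry.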
Nrf2 activator: activators of Nrf2 (ARE) signaling; AREc32 ARE-luciferase reporter (MCF7-derived line), luminescence, 24 h; Potency, µM (top dose mostly 46.1 µM), for inactives: at the highest dose activation, hits mostly activators; 410,000 compounds, 0.31% hits; AID 624171; further: potency means the concentration at half of the fitted maximal effect; % of control where 0% means no effect; nearly all actives have a fitted effect of over 65% in size
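Luminescent ARE reporter assay in AREc32_Fluc cells: overnight plating at 37 deg C, 24 hr compound incubation, Steady-Glo added, 30 min RT before reading.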
HepG2 tox: kills HepG2 cells in TGF-b inhibitor counter-screen; HepG2 CAGA-GFP viability, ATP luminescence, 18 h; AID 588856; Potency, µM (doses to about 46.1 µM), without a hit: at the top dose activity change, negative = cytotoxicity, usual class: cytotoxic; 410,000 compounds, 0.76% hits; further: potency means the concentration at half of the fitted maximal effect; some results filed as inactive show a strong effect at the top dose
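CellTiter-Glo luminescence gave cytotoxicity after 18 hours at 37 degrees C. The cells were HepG2 CAGA-GFP in 1% FBS DMEM, stimulated with 500 pg/mL TGF-beta after compound addition. %Activity was normalised to no-cell wells (complete cell-killing) and DMSO (no toxicity), and curves were fitted and classified.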
EPAC2 agonist: activates human EPAC2 exchange factor; Q8WZA2; EPAC2 activation, biochemical qHTS; response scale: 100% = 6.5 mM cAMP response; Potency, µM (series often up to 154 µM), for inactives: at the highest dose activation, usual class: activators; 360,000 compounds, 0.079% hits; AID 720711; further: potency means the concentration at half of the fitted maximal effect; nearly all actives have a fitted effect of over 50% in size
Target sequence (Q8WZA2 whole entry, looked up): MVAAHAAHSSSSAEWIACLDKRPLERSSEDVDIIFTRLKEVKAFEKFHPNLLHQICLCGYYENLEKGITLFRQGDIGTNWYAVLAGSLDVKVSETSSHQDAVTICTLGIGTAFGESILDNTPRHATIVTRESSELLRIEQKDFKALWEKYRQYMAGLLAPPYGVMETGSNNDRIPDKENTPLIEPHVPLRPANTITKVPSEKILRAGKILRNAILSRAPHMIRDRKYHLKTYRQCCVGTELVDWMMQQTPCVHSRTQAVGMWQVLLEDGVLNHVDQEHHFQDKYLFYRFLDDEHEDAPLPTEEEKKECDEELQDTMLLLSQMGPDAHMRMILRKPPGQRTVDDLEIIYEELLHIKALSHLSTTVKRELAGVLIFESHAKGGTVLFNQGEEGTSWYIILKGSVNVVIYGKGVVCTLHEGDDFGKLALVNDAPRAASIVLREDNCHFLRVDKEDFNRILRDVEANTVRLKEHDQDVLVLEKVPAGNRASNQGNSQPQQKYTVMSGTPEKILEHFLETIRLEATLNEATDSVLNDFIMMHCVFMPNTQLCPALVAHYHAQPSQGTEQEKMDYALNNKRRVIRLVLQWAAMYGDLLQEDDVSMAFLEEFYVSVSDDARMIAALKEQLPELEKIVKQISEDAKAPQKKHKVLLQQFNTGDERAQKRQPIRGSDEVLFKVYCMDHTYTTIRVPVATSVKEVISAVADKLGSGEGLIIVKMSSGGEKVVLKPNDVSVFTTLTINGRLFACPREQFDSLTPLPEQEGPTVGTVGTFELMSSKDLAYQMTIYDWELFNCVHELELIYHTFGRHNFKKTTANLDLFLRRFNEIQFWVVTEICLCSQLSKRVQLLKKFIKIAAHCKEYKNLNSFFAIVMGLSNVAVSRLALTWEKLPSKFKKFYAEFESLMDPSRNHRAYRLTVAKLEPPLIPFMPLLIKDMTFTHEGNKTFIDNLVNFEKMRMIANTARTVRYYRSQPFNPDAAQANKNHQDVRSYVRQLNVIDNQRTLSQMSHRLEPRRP
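Setup: EPAC2 100 nM, labeled Rap1B complex 250 nM, free GDP 50 uM. Compound titrations pinned in, brief spin, 5 min room temperature incubation. Kinetic fluorescence read over 30 min, normalized to 6.5 mM cAMP.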
A549 tox: A549 cytotoxicity, counter-screen for Nrf2 inhibitors. A549 ARE-Fluc cells, CellTiter-Fluor viability, 18-24 h. Potency, µM (titrated, usually from 46 µM), without a hit: at the top dose activity change, negative = cytotoxicity, most hits filed as inhibitors. 390,000 compounds, 0.16% hits. AID 504648; further: potency means the concentration at half of the fitted maximal effect; on the % scale 0 is the no-effect control and ±100 the full control effect
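A549 ARE_Fluc cells in 5% FBS OPTI-MEM were exposed to compounds in concentration-response for 18-24 h at 37 deg C. Viability was read by CellTiter-Fluor fluorescence (Ex 405/Em 525) after 30 min, before the luciferase read.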
ATXN viability: cell viability loss in ATXN counter-screen; S2 cells (HEK-293 line with an ATXN2-luciferase reporter) viability, CellTiter-Fluor protease fluorescence, 24 h; 400,000 compounds, 0.49% hits; Potency, µM (series often up to 56.7 µM), most hits filed as cytotoxic; AID 651635; further: potency means the concentration at half of the fitted maximal effect; nearly all actives have a fitted effect of over 40% in size
IL-2 act: activators of IL-2 | AID 652025 | activation, % (series mostly up to about 46 µM) | 360,000 compounds, 0.065% hits | IL-2 activation reporter assay, cell-based qHTS; stimulated with anti-CD3/CD4/CD28 beads; in transgenic mouse T cells; in the data active means activation above about 50%; inconclusive means mostly about 30% to 49%; further: 0% is about no effect
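Screening format: compound pinned onto unstimulated transgenic mouse T cells, 60 min incubation, then anti-CD3/anti-CD4/anti-CD28 bead stimulation for 18 hours at 37 degrees C, followed by EGFP and DsRed detection.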
ATXN2 expr inh: reduces ATXN2 reporter expression in HEK-293 cells; HEK-293 ATXN2-luciferase reporter, luminescence, 24 h; AID 1745845; 360,000 compounds, 0.72% hits; Potency, µM (doses to about 57 µM), for inactives: top-dose activity change, negative = inhibition, most hits filed as inhibitors; further: potency means the concentration at half of the fitted maximal effect; on the % scale 0 is the no-effect control and ±100 the full control effect; nearly all actives have a fitted effect of over 55% in size
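qHTS (up to 57 uM final) was run with 24 h compound exposure of reporter cells at 37 °C. Each well was multiplexed: SteadyGlo luminescence measured ATXN2-luciferase expression after a fluorogenic Gly-Phe-AFC viability readout (25 uM final).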
An asterisk follows results filed as active; i = inactive; u = inconclusive; x = not tested or not shown; & = joins results of further samples; [ ] = remark or other dose. Unless noted, the call rests on the fitted dose curve; in most records, active means well fitted curve in the direction sought with a large enough effect; inconclusive means small, poorly fitted or top-dose-only effect, or another doubt; inactive means no such curve, though single readings can be large; an effect the other way counts as inactive or inconclusive.

SMILES	Nrf2 block	TGFb SMAD3 inh	Nrf2 activator	HepG2 tox	EPAC2 agonist	A549 tox	ATXN viability	IL-2 act	ATXN2 expr inh
CCc1nc2c(OCc3c(C)noc3C)cccn2c1N(C)C(=O)C(C)C	x	14%	-0.3%	3%	9%	x	i	0.0	1%
CCNc1ccc(-c2nc(-c3ccncc3)no2)cc1[N+](=O)[O-]	5%	111%[activator]	4.4%	-1%	x	12%	i	x	18%
CCC(CC)c1nnc(NC(=O)/C=C/c2ccco2)s1	13%	0%	2.5µM*	-17%	-6%	-17%	u	1.9	5%
CCCCC(=O)NC(=S)Nc1cc(C(=O)O)ccc1OC	0%	u	-0.7%	-4%	0%	-5%	i	0.7	-6%
Cc1cc(Cl)c(S(=O)(=O)Nc2ccc3c(c2)OCO3)cc1OCC(=O)NC1CCCCC1	-12%	-3%	0.1%	0%	1%	-3%	x	3.8	x
COC(=O)C1CCN(C(=O)C2CCC(=O)N(CCCc3ccccc3)C2)CC1 (stereo not drawn)	5%	2%	-0.8%	-1%	-1%	5%	i	-3.3	5%
CC(=NNc1ccc2ccccc2n1)c1ccccc1O	u	u	u	-27%	-6%	1%	u	-6.0	u
C=CCCC(=O)Nc1nc(C)c(-c2csc(Nc3cccc(OC)c3)n2)s1	0%	-28%	0.7%	-5%	6%	-7%	i	-0.3	-11%
CC(C)(C)C(=O)Nc1ccc(C(=O)COC(=O)C2=COCCO2)cc1	-1%	0%	-0.6%	-8%	-7%	-3%	i	-2.1	5%
O=C(CN(Cc1ccccc1Cl)S(=O)(=O)c1ccc(Cl)cc1)N/N=C/c1ccc(C(=O)O)cc1	u	-8%	0.2%	-1%	2%	7%	i	-2.0	-7%
Cc1ccc(-n2ncc3c(SCc4ccccn4)ncnc32)c(C)c1	u	3%	2.0%	-18%	17%	5%	i	-3.7	1%
CCOP(=O)(OCC)C(Nc1ccccc1)c1ccc2c(c1)OCO2 (stereo not drawn)	6%	-10%	-0.6%	11%	1%	13%	u	-0.4	x
CCOC(=O)c1ccc(CNC(=O)CCC(=O)O)cc1	u	-6%	-0.5%	-5%	4%	7%	i	4.4	0%
CC1CCCCC1NC(=O)COC(=O)/C=C/c1ccco1 (stereo not drawn)	14%	1%	11%	-17%	2%	-4%	i	2.5	x
O=C1CCCC2=C1Sc1ccccc1N2	-28%	14%	2.7%	7%	3%	-3%	i	-0.2	-12%
O=C(c1ccc(Cl)nc1)N1CCC(Cc2ccccc2)CC1	5%	-3%	0.5%	-3%	-7%	2%	i	0.5	-1%
CCOc1ccc(N(CC)S(=O)(=O)N2CCCC(C(=O)NCc3ccc(SC)cc3)C2)cc1 (stereo not drawn)	u	u	-0.3%	-15%	x	-1%	x	x	x
Cc1ccc2cc(CN(CCN3CCCC3)C(=O)Nc3ccccc3)c(=O)[nH]c2c1C	-9%	6%	3.8%	-5%	6%	3%	i	-0.9	6%
Cc1ccc(-n2nc(C(=O)O)cc2-c2ccccc2)cc1	x	-3%	-0.6%	8%	-1%	-4%	i	-3.1	-13%
CCOC(=O)c1cccc(NC(=O)c2ccc(NC(=O)c3ccco3)cc2)c1	21µM*	-5%	4.6%	-19%	11%	-11%	i	-0.6	-36%
O=C(N/N=C/c1cc([N+](=O)[O-])ccc1O)c1cccc(NC(=O)c2cccc(Cl)c2)c1	-19%	19%	0.0%	2%	-2%	-10%	i	-0.5	0%
CC(C)c1ccc(NC(=S)Nc2ccc3[nH]c(=O)[nH]c3c2)cc1	9%	12%	0.7%	0%	6%	0%	i	-5.0	7%
CC(CNS(=O)(=O)c1ccccc1)Sc1ncccn1 (stereo not drawn)	-3%	2%	-0.8%	3%	6%	-8%	i	-3.9	-5%
COc1ccc(CCNC(=O)c2ccc3ccccc3n2)cc1OC	23µM*	1%	4.3%	2%	6%	-13%	i	1.0	-28%
Cn1c(O)c(C=Nc2ccc(N3CCOCC3)cc2)c(=O)n(C)c1=S	-7%	-18%	-0.7%	-1%	25%	1%	i	0.2	-34%
CCc1nnc(NC(=O)c2nc3nccc(C)n3n2)s1	10%	3%	-0.3%	-5%	0%	-4%	i	-2.1	16%
Cc1cccc(N2CCN(C(=S)NC3CCCCC3)CC2)c1C	-14%	-9%	-1.1%	-5%	2%	6%	i	-0.7	x
COc1cc(CN(C(=O)COc2ccc(Cl)cc2)c2ccccn2)cc(OC)c1OC	2%	-23%	3.8%	-26%	x	1%	i	x	2%
CC(C)(C)c1ccc(N2C(=O)CSC2c2cccnc2)cc1 (stereo not drawn)	-11%	20%	4.4%	-15%	5%	1%	i	-4.5	-3%
C[C@H](CO)N1C[C@H](C)[C@@H](CN(C)C(=O)Nc2ccc(C(F)(F)F)cc2)Oc2ccc(NC(=O)Nc3ccc4c(c3)OCO4)cc2C1=O	1%	u	0.8%	2%	-2%	-3%	i	0.2	-3%
CC1=C(C(=O)c2ccccc2)C(c2cccc([N+](=O)[O-])c2)NC(=S)N1 (stereo not drawn)	u	-17%	0.0%	-2%	13%	6%	i	0.1	11%
O=C(COC(=O)COc1ccccc1)NCc1ccco1	5%	-10%	0.3%	-22%	2%	-4%	i	-0.8	11%
Cc1ccc(/C=C/c2onc(C)c2S(=O)(=O)N2CCC(C(=O)NC(C)(C)C)CC2)cc1	-8%	-12%	3.6%	-8%	-3%	18%	i	-2.8	-16%
COc1ccc(N2CCN(C(=O)c3cc(-c4cc(OC)ccc4OC)nc4ccccc34)CC2)cc1	-29%	1%	6.5%	7%	7%	-17%	u	-3.3	-19%
CC(=O)Nc1ccc(-c2ccnc3c2CC(C(=O)NCc2cccc(Cl)c2)O3)cc1 (stereo not drawn)	x	4%	7.4%	-1%	12%	x	u	-1.0	4%
CCOC(=O)N1CCC(Nc2ncnc3c2cnn3-c2ccccc2)CC1	16µM*	-21%	3.2%	-23%	12%	-11%	i	0.4	5%
O=C(CSc1nnc(-c2ccco2)n1-c1ccccc1)Nc1c(Cl)cc(Cl)cc1C(=O)O	1%	-12%	-0.6%	-2%	0%	-1%	u	0.2	0%
COC(=O)c1sc(N)c(C(=O)OC)c1COC(=O)CNS(=O)(=O)c1ccc(C)cc1	12%	-5%	-0.4%	-11%	15%	1%	i	-2.9	2%
CC(C)C(C(=O)NCc1ccccc1)N(CC1CCCO1)C(=O)CNS(=O)(=O)c1ccccc1 (stereo not drawn)	2%	31%	-0.5%	0%	4%	-14%	u	-0.4	1%
CC(C)Sc1nc(SCC(=O)O)c2c3c(sc2n1)COC(C)(C)C3	u	6%	3.5%	-3%	15%	-2%	i	-2.6	45%[activator]

In the list so far, 3 have a nitro group on carbon:
SMILES	Nrf2 block	TGFb SMAD3 inh	Nrf2 activator	HepG2 tox	EPAC2 agonist	A549 tox	ATXN viability	IL-2 act	ATXN2 expr inh
CCNc1ccc(-c2nc(-c3ccncc3)no2)cc1[N+](=O)[O-]	5%	111%[activator]	4.4%	-1%	x	12%	i	x	18%
O=C(N/N=C/c1cc([N+](=O)[O-])ccc1O)c1cccc(NC(=O)c2cccc(Cl)c2)c1	-19%	19%	0.0%	2%	-2%	-10%	i	-0.5	0%
CC1=C(C(=O)c2ccccc2)C(c2cccc([N+](=O)[O-])c2)NC(=S)N1 (stereo not drawn)	u	-17%	0.0%	-2%	13%	6%	i	0.1	11%

(further entries)
SMILES	Nrf2 block	TGFb SMAD3 inh	Nrf2 activator	HepG2 tox	EPAC2 agonist	A549 tox	ATXN viability	IL-2 act	ATXN2 expr inh
O=C(COc1ccccc1)Nc1ccccc1NS(=O)(=O)c1cccs1	-3%	-2%	-0.2%	1%	-1%	-3%	i	-3.7	-13%
CCOC(=O)N1CCN(C(=O)CNC(=O)c2ccc(Cl)cc2Cl)CC1	-5%	-5%	-0.1%	-4%	8%	-6%	i	0.6	0%
CC(NC(=O)C1(c2cccs2)CCOCC1)c1ccccc1 (stereo not drawn)	-1%	-3%&11%	0.0%&-0.5%	-7%&7%	6%	-1%&3%	i	-5.6	-4%&2%
Cc1nc2cc(-c3sccc3-n3cccc3)nn2c(C)c1C	11%	13%	3.7%	5%	3%	12%	u	-0.2	21%
CCOC(=O)c1cnn(-c2sc(C(=O)OCC)c(C)c2C(=O)OCC)c1N	-4%	1%	2.3%	-1%	5%	1%	i	-3.7	-8%
NC(=O)c1ccsc1NC(=O)c1cccs1	24%	-1%	u	-5%	4%	-3%	i	-1.2	28%
Cc1ccc(N(Cc2cccs2)C(=O)c2ccc(Br)o2)cc1	-22%	u	5.0%	-37%	x	-2%	x	x	x
O=C(NNC(=O)C1CC1c1ccccc1)Nc1cccc(Cl)c1 (stereo not drawn)	-24%	-6%	-0.6%	-12%	3%	1%	i	-0.8	-14%
N#CC(C(=O)NC1CCCCC1)c1nc2ccccc2nc1N1CCN(c2ccccc2F)CC1 (stereo not drawn)	-21%	7%	0.3%	-6%	8%	-9%	i	u	0%
COc1ccc(-c2nc3n(c2C)CCC3)cc1	5%	7%	4.1%	4%	-4%	3%	i	2.5	28%
COc1ccccc1CNC(=O)C1CCC(CNS(=O)(=O)c2ccc3c(c2)CCCC(=O)N3)CC1 (stereo not drawn)	9%	1%	11%	-14%	x	14%	i	x	5%
COc1cccc(NC(=O)CSc2ccc3nnc(-c4cccnc4)n3n2)c1	-20%	-3%	-0.2%	-2%	10%	-1%	i	-0.5	6%
CCCCc1nnc(NC(=O)CCN2C(=O)C3CC=CCC3C2=O)s1 (stereo not drawn)	7%	5%	-0.7%	2%	-1%	4%	i	-0.5	-4%
Cc1ccc(CNC(=O)c2ccc3c(O)c(S(=O)(=O)c4ccccc4)c(=O)[nH]c3c2)cc1	4%	-2%	-0.1%	-2%	x	2%	i	x	13%
